# From PubChem
# C8 TRAIL sens = sensitizes caspase-8 expressing cells to TRAIL; 360,000 compounds, 1% hits; NB7+C8 cells + TRAIL, ATPlite viability luminescence; inhibition (viability loss, TRAIL sensitization), % at 10 µM; AID 624354;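 active = compounds causing at least 50% loss of cell viability in the single-dose screen, relative to plate controls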
# SRC2 inh = human SRC2 (NCOA2) inhibition; AID 651957; HEK293 GAL4-SRC2 luciferase reporter, luminescence; 370,000 compounds, 0.17% hits; inhibition, % at 9 µM; Q15596;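 active = inhibition above the mean inhibition of all tested compounds plus 3 SD, set per campaign, cut at about 52% in these data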;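 note: 0% = DMSO treated cells and 100% = cells given Gossypol at 36 µM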
# NOD2 RIPK2 PPI = blocks binding of human NOD2 to RIPK2; inhibition, % at 4.98 µM; CHO BLA complementation NOD2-RIPK2, CCF4 ratio; O43353; 360,000 compounds, 0.38% hits; in the data active = inhibition above about 21%;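 note: 0% = vehicle only and 100% = reference blocker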
# TROY NFkB inh = blocks TROY-dependent signaling in reporter cells; Q293 LMP1-TROYcd NF-kB luciferase reporter, 4 h; inhibition, % at 10 µM; 360,000 compounds, 0.98% hits; AID 1347056;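 active = compounds whose plate-normalised and pattern-corrected inhibition of the luciferase reporter signal at the single screening dose is 50% or more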
# NR5A2 inv ag = suppresses constitutive activity of human LRH-1. O00482. HEK293T StAR-luciferase reporter, LRH-1 transfected, 24 h. inhibition, % at 3.6 µM. 360,000 compounds, 0.13% hits;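 active = inhibition above the mean inhibition of all tested compounds plus 3 SD, cut at about 73% in these data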;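 note: 0% = DMSO wells and 100% = reporter-only cells lacking LRH-1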
# SRC3 inh = inhibitors of human steroid receptor coactivator 3 (SRC3) | 360,000 compounds, 0.17% hits | inhibition, % at 3.6 µM | Q9Y6Q9 | AID 588352 | HEK293 GAL4-SRC3 luciferase reporter, luminescence;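 active = inhibition above a per-campaign cutoff, the mean of all compounds plus 3 SD, cut at about 60% in these data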;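 note: 0% = DMSO-treated cells and 100% = gossypol-treated cells at 36 µM; higher means less SRC3-driven luciferase light from the GAL4 reporter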
# Target sequence (Q9Y6Q9 whole entry, looked up, the tested form may be a part): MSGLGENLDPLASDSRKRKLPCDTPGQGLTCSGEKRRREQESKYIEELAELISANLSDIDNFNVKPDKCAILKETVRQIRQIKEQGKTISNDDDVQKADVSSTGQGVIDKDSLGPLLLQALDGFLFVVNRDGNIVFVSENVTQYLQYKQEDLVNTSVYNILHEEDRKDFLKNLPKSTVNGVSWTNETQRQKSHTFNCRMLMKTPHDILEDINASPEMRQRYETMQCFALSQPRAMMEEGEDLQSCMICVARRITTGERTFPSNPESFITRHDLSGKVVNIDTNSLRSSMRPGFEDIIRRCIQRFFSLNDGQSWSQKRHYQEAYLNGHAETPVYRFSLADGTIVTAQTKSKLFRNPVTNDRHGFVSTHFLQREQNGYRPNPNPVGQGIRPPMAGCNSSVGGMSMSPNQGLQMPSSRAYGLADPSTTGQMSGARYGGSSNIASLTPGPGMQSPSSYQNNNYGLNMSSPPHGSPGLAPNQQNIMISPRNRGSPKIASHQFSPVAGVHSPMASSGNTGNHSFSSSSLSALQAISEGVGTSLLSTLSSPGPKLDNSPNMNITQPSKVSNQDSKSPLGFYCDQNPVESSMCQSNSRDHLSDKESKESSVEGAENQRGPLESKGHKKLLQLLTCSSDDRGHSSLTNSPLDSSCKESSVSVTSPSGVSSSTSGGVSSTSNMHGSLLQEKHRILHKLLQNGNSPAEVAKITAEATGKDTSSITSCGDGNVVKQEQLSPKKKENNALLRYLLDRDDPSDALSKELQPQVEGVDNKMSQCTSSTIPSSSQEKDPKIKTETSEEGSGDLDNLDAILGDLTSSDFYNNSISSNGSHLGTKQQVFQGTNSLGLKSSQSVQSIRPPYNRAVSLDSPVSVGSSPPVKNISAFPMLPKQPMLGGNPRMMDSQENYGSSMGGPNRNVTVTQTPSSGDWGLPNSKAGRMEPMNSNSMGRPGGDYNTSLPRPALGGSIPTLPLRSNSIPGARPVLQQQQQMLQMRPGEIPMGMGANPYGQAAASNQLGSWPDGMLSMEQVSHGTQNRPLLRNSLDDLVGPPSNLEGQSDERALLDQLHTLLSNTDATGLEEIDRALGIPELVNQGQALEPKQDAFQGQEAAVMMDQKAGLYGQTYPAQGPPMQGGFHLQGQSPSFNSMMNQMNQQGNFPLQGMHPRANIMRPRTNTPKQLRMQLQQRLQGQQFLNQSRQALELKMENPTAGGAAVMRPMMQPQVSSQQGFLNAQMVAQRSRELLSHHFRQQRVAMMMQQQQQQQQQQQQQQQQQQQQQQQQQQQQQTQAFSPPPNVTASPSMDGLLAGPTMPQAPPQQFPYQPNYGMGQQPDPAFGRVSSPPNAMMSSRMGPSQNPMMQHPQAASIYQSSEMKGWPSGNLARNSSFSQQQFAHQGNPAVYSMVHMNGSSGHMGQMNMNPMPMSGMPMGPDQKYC
# EBV LMP1 NFkB = reduces LMP1-driven NF-kappaB luciferase signal. inhibition, % at 12.5 µM. 350,000 compounds, 0.69% hits. LMP1-induced NF-kappaB luciferase reporter cells, luminescence; in the data active = inhibition above about 41%;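 note: 0% = neutral control wells and 100% = reference inhibitor control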
# TWEAK Fn14 block = TWEAK-Fn14 signaling inhibition. TWEAK-stimulated Fn14 reporter cells, luciferase luminescence, 8 h. inhibition, % at 10 µM. 360,000 compounds, 2% hits. AID 1159606; in the data active = inhibition above about 50%
# COUP-TFII inh = NR2F2 (human) inhibition, primary screen. 370,000 compounds, 0.7% hits. HEK293T NGFI-A luciferase reporter, luminescence. inhibition, % at 8.6 µM;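 active = inhibition above a per-plate cutoff, mean inhibition of test wells between control levels plus 3 SD, cut at about 38% in these data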;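 note: cells cotransfected with COUP-TFII expression vector driving the NGFI-A reporter; 0% = median of COUP-TF2 test wells and 100% = reporter-only cells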
# TLR9-MyD88 inh = inhibitors of human TLR9-MyD88 binding. CHO BLA complementation TLR9-MyD88, CCF4 FRET ratio. inhibition, % at 4.98 µM. AID 504734. 340,000 compounds, 0.21% hits. Q9NR96+Q99836;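 active = inhibition above the mean over all tested compounds plus 3 SD, cut at about 21% in these data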;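 note: 0% = DMSO only wells and 100% = clavulanate BLA inhibitor control wells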
# SRC1 inh = inhibitors of human steroid receptor coactivator 1 (SRC1); Q15788; HEK293 GAL4-SRC1 luciferase reporter, luminescence; inhibition, % at 3.6 µM; 360,000 compounds, 0.12% hits;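 active = inhibition above the campaign mean plus 3 SD, with each screening campaign given its own cutoff, cut at about 60% in these data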;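 note: 0% = DMSO treated cells and 100% = gossypol at 36 µM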
# An asterisk follows results filed as active; / = not tested or not shown. A portion of the library, so the mix of outcomes need not match the whole.
SMILES,C8 TRAIL sens,SRC2 inh,NOD2 RIPK2 PPI,TROY NFkB inh,NR5A2 inv ag,SRC3 inh,EBV LMP1 NFkB,TWEAK Fn14 block,COUP-TFII inh,TLR9-MyD88 inh,SRC1 inh
Cc1ccc(Cn2ccc(NC(=O)CCSc3nc(-c4ccco4)cc(C(F)(F)F)n3)n2)cc1,7,18,-5,20,1,2,-2,18,2,-1,6
Cc1cccc(NC(=O)C2CCCN(S(=O)(=O)c3ccc4c(c3)oc(=O)n4C)C2)c1 (configuration not stated),-12,16,-5,-4,19,-2,13,-15,1,-5,1
Cc1c(C(=O)Nc2ccc(-n3cnnn3)cc2)oc2ccccc12,-3,-7,-1,-14,-11,15,-18,-1,-1,5,-4
COC(=O)c1ccccc1S(=O)(=O)N1CCC(c2nc3ccccc3o2)CC1,0,-1,-1,2,4,-8,6,-10,12,2,0
CC[C@@]1(C(=O)OC)N[C@H](CN(C)S(=O)(=O)c2ccc(C(F)(F)F)cc2)[C@@H]2C(=O)N(C)C(=O)[C@@H]21,-10,-1,5,17,2,-30,-3,83*,-6,9,2
Cc1c(C2=CCN(S(=O)(=O)c3ccc(Cl)cc3)CC2)c2ccccc2n1C,9,-35,-7,5,11,18,1,19,4,-2,1
CCOCC(=O)NC1CCc2cc(OC(=O)COCC)c(OC)c(OC)c2-c2ccc(SC)c(=O)cc21 (configuration not stated),-5,4,3,23,21,1,0,16,-86,12,4
O=C1NC2=C(C(=O)c3ccccc32)C(c2ccccc2)N1 (configuration not stated),-21,1,7,17,1,17,6,20,-4,1,-2
O=C(NCc1ccccc1)c1cc(C2CCCN(S(=O)(=O)c3ccccc3)C2)on1 (configuration not stated),-19,-27,-7,3,-11,1,/,-9,16,/,-9
Cc1cc(C)c(N)c(C(=O)O)c1,-1,17,-12,15,12,-2,3,0,0,2,3
COC(=O)c1cc(=O)nc2sccn12,-13,4,-6,-28,21,-11,-8,-11,0,-5,-3
CC(=O)Nc1ccc(NC(=O)C(C)Sc2n[nH]c(-c3cccs3)n2)cc1 (configuration not stated),-7,2,2,-1,-9,6,4,-5,-10,-2,1
CCN(CC(=O)Nc1cc(Cl)ccc1C)C(=O)C1COc2ccccc2O1 (configuration not stated),-16,-7,2,12,-9,10,-2,2,14,-2,-5
CCN1/C(=C\C(=S)Nc2ccccc2)Sc2ccccc21,19,-16,3,11,7,6,-15,18,-6,-1,-17
Cc1c(OCc2ccccc2)c(=O)ccn1Cc1ccc(Cl)cc1,-1,13,1,17,8,9,-1,24,4,6,-14
C=CCNC(=O)COCc1cc(-c2ccc3c(c2)OCO3)on1,2,-21,-5,-30,-25,-4,-3,-7,-20,-8,-13
CN(C(=O)CCCN1C(=O)c2ccccc2C1=O)C1CCCCC1,-7,3,2,-12,-28,-18,2,-5,-19,3,-1
N/C(=N\OC(=O)c1ccc(Cl)cc1)c1ccn[nH]1,83*,-53,0,39,-115,-83,32,51*,-39,1,-69
COc1cc(NC(=O)c2sc3ncn(CC(=O)N4CCC(C)CC4)c(=O)c3c2C)cc(OC)c1OC,3,7,4,-2,-15,-22,2,31,-14,2,8
CSc1ccc(C(=O)NC2CCSc3ccccc32)cc1 (configuration not stated),-21,-8,6,-13,0,-31,-17,-33,-20,2,0
CCOc1ccccc1N(CC(=O)NCc1ccc(OC)cc1)S(C)(=O)=O,19,-1,-2,-7,2,9,9,9,-12,-2,1
COc1cc2c(cc1OC)C(COc1ccccc1OC)N(C(=O)c1ccco1)CC2 (configuration not stated),4,8,-1,-2,0,4,14,-8,8,-2,-3
Cc1ccc(-c2nnn(CC(=O)N(CC(=O)NCC3CCCO3)c3ccccc3)n2)o1 (configuration not stated),6,-17,-12,-16,-2,-12,-9,4,-7,1,-10
CCc1ccccc1NC(=O)N1C2CCCC1CC(NC(=O)C(C)(C)C)C2 (configuration not stated),-15,9,2,12,-2,-11,0,3,-5,1,-5
CC(C)(C)C1CCc2onc(C(=O)Nc3cccnc3)c2C1 (configuration not stated),5,-1,-10,-8,-11,16,7,-1,6,-4,-3
CCCCC(=O)Nc1cccc(NC(=S)NC(=O)COc2ccccc2Cl)c1,-2,-3,-6,9,-12,17,16,-10,-7,16,8
CCOC(=O)NC(=O)C(/C=N/c1sccc1C(=O)OC)=C(\C)O,24,-5,-8,-12,12,11,-1,-5,-5,/,1
COc1ccc(-c2csc(-n3cccn3)n2)cc1,5,-97,-7,-53,-123,-107,-20,9,-56,1,-92
Cc1cc(C)n(-c2cccc(CN3CCC(CO)(Cc4ccccc4)CC3)c2)n1,-7,-11,-7,3,10,14,6,9,18,-4,0
COc1ccc(-n2cnc3c(sc4nc(N5CCOCC5)c5c(c43)CCCC5)c2=O)cc1,-5,-13,-3,7,7,-3,6,6,5,-7,-5
COCCN1C(=O)C(O)=C(C(C)=O)C1c1ccc(F)cc1 (configuration not stated),-4,-13,0,15,-6,-1,4,4,-8,-15,-17
O=C(NC1CC1)c1ccc(-c2ccc3nccn3c2)cc1,10,-11,-16,-1,8,-19,/,19,1,/,-3
Cc1ccc2cc(C)c3nnc(SCC(=O)Nc4nc5c(s4)CCCC5)n3c2c1C,-4,12,12,17,7,1,-4,10,-2,-5,-18
N#Cc1ccccc1OCC(=O)Nc1cccc(S(=O)(=O)N2CCCC2)c1,8,6,6,-5,1,7,3,9,-28,0,-13
CCCCNC(=O)N1CCOCCOCCN(C(=O)NCCCC)CCOCC1,5,4,-4,-22,7,-9,-6,-11,1,4,-37
CC1CCCC(NC(=O)COC(=O)[C@@H]2CC(O)CN2S(=O)(=O)c2ccc3c(c2)OCCO3)C1C (some centres not stated),-6,-14,1,2,7,21,5,4,-5,4,2
O=C(c1ccccc1F)N1CCN(Cc2ccccc2F)CC1,-16,13,-1,26,15,0,4,-6,2,0,4
COc1ccc(NC(=O)c2ccccc2C)c(OC)c1,3,1,6,-7,-15,-3,-1,13,-2,-1,-18
CN(C)c1ccc(CNC(=O)/C=C/[C@H]2O[C@@H](n3cnc4c(NC(=O)c5ccccc5)ncnc43)[C@H](O)[C@@H]2O)cc1,17,-26,-17,-9,-6,1,/,-23,8,/,7
CCCCNC(=O)Nc1ccc2c(c1)N(C)C(=O)c1ccccc1S2,-1,-9,-9,14,5,8,-3,-21,7,0,-6
CC(=O)Nc1ccc(C(=O)CSc2nnc(C)o2)cc1,27,-23,0,-9,12,8,-5,-29,3,6,2
CCn1cc(/C=C(\NC(=O)c2ccc(OC)cc2)C(=O)NCCCn2ccnc2)c2ccccc21,-9,15,-4,-15,-10,4,-6,-13,-7,0,-2
Cc1ccc(O)c(Sc2cc(C)ccc2O)c1,-8,-14,-6,-2,-8,-3,-12,14,-10,5,-3
Cc1cccc(C)c1N1CCN(c2n[nH]c(N)n2)CC1,-5,11,0,-9,-14,11,-1,9,10,-2,3
Cc1c(Cl)cccc1NC(=O)c1cc(C2CC2)on1,1,-45,3,-48,-63,-66,-6,-28,-20,-7,-88
O=C(O)c1ccccc1Nc1cc(Cl)c2nonc2c1[N+](=O)[O-],10,-13,-11,21,-18,-99,1,-7,10,-15,-8
Cc1ccc(NC(=O)C(C)N=C2NS(=O)(=O)c3ccccc32)cc1F (configuration not stated),-7,-10,5,-39,-50,-24,-17,-31,-22,-1,-46
Cc1ccc(Cc2nc3ccccc3[nH]2)cc1,0,-3,15,-2,-30,-23,9,3,-5,-4,-8
Cc1cc(=O)oc2cc(OCC(O)CN3CCN(c4ccccc4)CC3)ccc12 (configuration not stated),12,-8,-9,0,30,18,6,-9,2,3,3
CCOC(=O)C1=C(C)NC(=O)NC1c1ccc(OC)c(Cl)c1 (configuration not stated),-14,/,-8,-3,6,21,3,8,/,4,17
CCOC(=O)C1CCN(c2c(NCCCN(CC)Cc3ccccc3)c(=O)c2=O)CC1,-5,-2,-6,2,5,-8,10,-4,4,-7,11
CC(=O)N1c2ccc(S(=O)(=O)N3CCCCC3)cc2CC1C(=O)NCc1cccc(Cl)c1 (configuration not stated),12,-10,1,3,25,17,-2,-3,1,-16,12
Cc1ccc(NC(=O)NCc2ccccn2)c(C)c1,1,-40,-1,-17,23,3,0,-7,4,7,4
CC(=O)N1c2ccccc2C2(O)N=C(C)SC12 (configuration not stated),-5,/,7,17,-1,-14,0,15,/,-6,-32
Cc1ccccc1CNC(=O)c1csc([C@@H]2C[C@H](O)[C@@H](CO)O2)n1,6,0,1,12,-9,5,/,8,-3,/,2
O=S(=O)(/N=C(/c1ccccc1)N1CCOCC1)c1ccc(F)cc1,-6,-2,3,-22,26,5,-9,35,-20,1,4
Cn1cccc1/C=C(\C#N)c1ccccc1,-7,10,-8,-4,-4,-8,0,-23,16,5,-15
O=C(NC(=S)NCCN1CCOCC1)c1cccc(Cl)c1,0,-18,-7,-9,-3,2,-1,-5,-4,-7,0
Cn1c(Cl)nc2ccccc21,-4,-9,6,5,13,-22,-7,19,-19,-3,-4
COc1ccc(-c2nnc(NC(=O)c3ccc(S(=O)(=O)N4COCC4(C)C)cc3)o2)cc1,19,-11,5,3,17,15,38,0,7,3,8

# An excerpt from above in order of the TLR9-MyD88 inh value, lowest first:
molecule,SRC2 inh,NOD2 RIPK2 PPI,NR5A2 inv ag,SRC3 inh,EBV LMP1 NFkB,TWEAK Fn14 block,COUP-TFII inh,TLR9-MyD88 inh,SRC1 inh
O=C(O)c1ccccc1Nc1cc(Cl)c2nonc2c1[N+](=O)[O-],-13,-11,-18,-99,1,-7,10,-15,-8
Cn1c(Cl)nc2ccccc21,-9,6,13,-22,-7,19,-19,-3,-4
Cc1cc(C)c(N)c(C(=O)O)c1,17,-12,12,-2,3,0,0,2,3
Cn1cccc1/C=C(\C#N)c1ccccc1,10,-8,-4,-8,0,-23,16,5,-15

# Remaining list, next part:
SMILES,C8 TRAIL sens,SRC2 inh,NOD2 RIPK2 PPI,TROY NFkB inh,NR5A2 inv ag,SRC3 inh,EBV LMP1 NFkB,TWEAK Fn14 block,COUP-TFII inh,TLR9-MyD88 inh,SRC1 inh
O=C(Nc1nnc(-c2ccc(F)cc2)s1)c1ccco1,23,-9,-3,-35,-36,-39,-3,-21,-18,-10,-44
CN(CC(=O)Nc1ccccc1Cl)C(=O)COC(=O)/C=C/c1ccc(C(F)(F)F)cc1,-7,7,-11,8,-3,8,-3,-19,2,-1,1
NC(=NCc1ccco1)NC(=O)c1ccccc1,-4,-6,-11,1,-24,-10,35,-9,0,-1,-5
Cc1cccc(NS(=O)(=O)c2cccc(C(=O)N3CC(C)OC(C)C3)c2)c1 (configuration not stated),-15,-6,-8,-5,1,-8,1,-2,0,5,-38
CN1C=CC(=O)[C@@H](O)[C@H]1c1ccccc1Br,-2,-1,-8,-15,20,6,-9,22,-20,-2,7
CCOC(=O)c1c(C)[nH]c(C)c1S(=O)(=O)NCC1CCN(Cc2ccccc2F)CC1,13,-11,-5,-12,-7,-9,4,-3,-8,5,1
CN(C)C=Nc1nonc1-c1ccc(Cl)cc1,3,-3,-10,-18,8,8,-3,-15,6,1,-1
Cc1noc(C)c1C(=O)OCC(=O)N(C)C1(C#N)CCCCC1,0,-39,-2,-16,-25,-12,-6,-10,-15,-4,-35
